N370S GC mod = inhibitors or activators of N370S glucocerebrosidase for Gaucher disease; P04062; N370S GC spleen homogenate, 4MU-glucoside fluorescence; Potency, µM (series often up to 59.4 µM), for inactives: top-dose activity change, negative = inhibition, most hits filed as inhibitors; 330,000 tested, 0.092% active; AID 2101;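 also: 0% = full enzyme activity and -100% = no enzyme basal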
TDP1 cell noCPT = qHTS for Inhibitors of human tyrosyl-DNA phosphodiesterase 1 (TDP1): qHTS in cells in absence of CPT; Potency, µM (titrated, usually from 46.2 µM), inactives show top-dose activity change, negative = growth inhibition, actives largely listed as inhibitors; 420,000 tested, 15% active; DT40 Tdp1-/- hTDP1 cells, no CPT, ATP luminescence, 48 h; AID 686978, 2013; also: nearly all actives have a fitted effect of over 55% in size
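Seeded 400 DT40-hTDP1 cells/well (vehicle DMSO, no 20 nM CPT); pinned compounds; ≥48 hr at 37 °C; CellTiter-Glo luminescence as viability measure.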
TDP1 block = blocks human tyrosyl-DNA phosphodiesterase 1 | Q9NUW8 | recombinant TDP1, AlphaScreen DNA substrate cleavage | Potency, µM (series often up to 130 µM), for the others: at the top dose activity change, negative = inhibition, actives largely listed as inhibitors | 350,000 tested, 0.28% active; also: nearly all actives have a fitted effect of over 40% in size
Target sequence (Q9NUW8 whole entry, looked up): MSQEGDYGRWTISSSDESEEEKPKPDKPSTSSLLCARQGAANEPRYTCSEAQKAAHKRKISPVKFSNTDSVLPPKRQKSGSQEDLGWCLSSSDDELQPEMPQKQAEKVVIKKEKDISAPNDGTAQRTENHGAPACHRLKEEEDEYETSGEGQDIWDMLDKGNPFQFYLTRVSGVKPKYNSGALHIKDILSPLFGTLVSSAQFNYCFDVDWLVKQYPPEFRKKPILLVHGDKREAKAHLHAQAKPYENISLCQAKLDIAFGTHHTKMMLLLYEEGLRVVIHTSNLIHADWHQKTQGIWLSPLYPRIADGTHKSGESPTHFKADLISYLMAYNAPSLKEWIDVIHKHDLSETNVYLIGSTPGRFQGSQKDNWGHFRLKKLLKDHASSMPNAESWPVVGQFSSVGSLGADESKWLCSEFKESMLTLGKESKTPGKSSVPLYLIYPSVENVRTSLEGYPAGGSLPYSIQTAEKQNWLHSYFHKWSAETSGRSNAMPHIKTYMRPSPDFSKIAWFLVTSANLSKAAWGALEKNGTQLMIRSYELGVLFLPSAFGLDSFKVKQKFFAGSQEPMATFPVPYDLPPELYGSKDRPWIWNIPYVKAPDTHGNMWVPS
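E. coli-derived human Tdp1, 1 nM final. Cpd preinc 15 min RT; substrate 15 nM final, 5 min RT; AS bead mix 10 ug/ml final, 10 min RT. Signal loss = tyrosine-FITC cleavage. No-enzyme wells = max signal.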
* marks the source's active call; other numbers are inactive results; u = inconclusive; x = not tested or not shown; & = joins results of further samples; [ ] = remark or other dose. Calls follow the shape of the dose curve; as a rule, active = well fitted curve in the direction sought with a large enough effect; inconclusive = small, poorly fitted or top-dose-only effect, or another doubt; inactive = no such curve, though single readings can be large; an effect the other way counts as inactive or inconclusive. Unless noted, % is scaled to controls: 0 for no effect and ±100 for the full control effect; potency is read from the fitted curve at half-maximal effect. The list is partial; rates above refer to the full screens.

SMILES	N370S GC mod	TDP1 cell noCPT	TDP1 block
O=C(c1ccco1)N1CCN(c2ncnc3c2cnn3-c2ccccc2)CC1	-1%	29µM*	3%
CCN1C(=NCCc2ccc([N+](=O)[O-])cc2)N[C@@H](c2ccccc2)[C@H](C(=O)OC)[C@H]1C	1%	15µM*	2%
COc1ccc(NC(=S)Nc2ccccn2)cc1	11%	u	3%
Cc1cc(C)n(-c2ncccc2[N+](=O)[O-])n1	-1%	3%	0%
COC(=O)c1cc(Br)ccc1N(Cc1cc(OC)cc(OC)c1)S(C)(=O)=O	x	16µM*	2%
O=C1OCC/C1=C\OCCCO/C=C1\CCOC1=O	2%	-7%	1%
O=C(NCC(=O)N1CCN(c2ccccc2F)CC1)c1cccs1	-9%	7%	2%
O=C(Nc1ccccc1C(=O)N1CCCCC1)c1ccccc1C(F)(F)F	-7%	8%	-13%
CC(Cc1cccs1)NC(=O)NC1CCCCC1 (stereo not given)	4%	-5%	1%
CC(C)(Cc1nc2ccccc2[nH]1)C(=O)O	-22%	-13%	2%
CC(=O)c1cccc(OCC(O)CN2CCN(S(=O)(=O)c3c(F)cccc3F)CC2)c1 (stereo not given)	1%	u	x
CCc1ncc(C(=O)c2ccc(OC)cc2)n1C	0%	-2%	0%
CC(/C=C/c1ccccc1)=N/NC(=O)C(O)c1ccccc1 (stereo not given)	-1%	u	3%
CCN(C(=O)Cn1cc(C(=O)C(=O)N2CCOCC2)c2ccccc21)c1ccccc1	1%	15%	2%
C=CCn1c(SCC(=O)Nc2cccc(C(=O)OC)c2)nnc1C(C)NC(=O)c1cccs1 (stereo not given)	-10%	-12%	5%
Cc1ccc(C(=O)Nc2cc([N+](=O)[O-])ccc2C)cc1	3%	8%	5%
CCc1ccc(N2CC(C(=O)Nc3cccc(S(=O)(=O)N4CCCC4)c3)CC2=O)cc1 (stereo not given)	-10%	u	x
COCC(=O)N1CCC(Oc2ccc(C(=O)N(C)C3CCCCC3)cc2)CC1	-3%	0%	x
COc1cccc2c1OCC(CN1CCN(Cc3ccccc3)C(CCO)C1)=C2 (stereo not given)	-20%	u	6%
COC(=O)c1cccc(NC(=O)CCCOc2cccc(C)c2)c1	0%	3%	-1%
CSc1ccccc1NC(=O)Nc1ccc(F)c(Cl)c1	9%	u	-1%
CN(C)CCCN(C(=O)c1cc(-c2cccs2)nc2ccccc12)c1nc2c(F)cccc2s1	-25%	-11%	10%
COc1cccc(NC(=O)CN(C)C(=O)c2csc3c2CCCC3)c1	x	-20%	1%
CCc1ccc(C(=O)COC(=O)c2n[nH]c3ccccc23)cc1	13%	-9%	3%
O=C(CSc1nnc(-c2ccc(O)cc2)o1)Nc1ccccc1Br	-8%	-25%	x
CCC1C(=O)N(C)CCc2ccccc21 (stereo not given)	12%	17%	4%
C=CCN1C=C2C(=O)C(C)(OC(=O)c3ccc(OC)cc3)C(=O)C(c3ccco3)=C2C=C1CCCC (stereo not given)	-3%[12.8 µM]	-4%	6%[12.3 µM]
Cc1nnc(NC(=O)CSc2ncc(-c3ccccc3)[nH]2)s1	-4%	7%	x
CCC1=C(OC(=O)N(CC)CC)N2C(=O)OC(=NCCOC)[C@]2(C)[C@H]2C1=CC[C@H]1C(=O)N(CC(=O)OC)C(=O)[C@H]12	3%	x	-2%
CC1CN(C(=O)CCC(=O)NCc2ccccc2)c2ccccc2S1 (stereo not given)	-7%	-6%	x
O=C(c1ccc([N+](=O)[O-])cc1)N1CCN(c2ccc(Nc3ccccc3)nn2)CC1	x	u	3%
CC(C)=CC(=O)O[C@@H]1Cc2c(ccc3ccc(=O)oc23)OC1(C)C	x	u	-1%
CC(C)CN(C(=O)c1ccc(S(=O)(=O)N2CCCCC2)cc1)C1CCS(=O)(=O)C1 (stereo not given)	-5%	-20%	x
CC(C(=O)NCc1cccnc1)N1C(=O)c2ccccc2C1=O (stereo not given)	4%	-6%	5%[56.1 µM]
COC(=O)C1=C(C)NC2=C(C(=O)CC(C)(C)C2)C1c1cccc(C)n1 (stereo not given)	20%	-4%	2%
C(=N\Nc1nncc2ccccc12)/c1ccccn1	-6%	2.9µM*	8%
COc1cccc(-c2cncnc2NCCN2CCOCC2)c1	-1%	2.9µM*	x
O=C(NCc1ccco1)C(c1ccccc1)N(Cc1cccnc1)C(=O)Cn1nnc2ccccc21 (stereo not given)	6%	-25%	7%
COc1cc(OC)c(OC)cc1C=NCC1(c2ccccc2)CCCC1	0%	-24%	2%
O=[N+]([O-])c1cc(CSC2=NCCN2)ccc1O	-1%	-8%	5%
COc1ccc(C(=O)NNC(=O)c2ccc(S(=O)(=O)N3CCOCC3)cc2)cc1	1%	0%	2%
CN1CCN(S(=O)(=O)c2ccc(N(C)CC(=O)Nc3ccc(F)cc3)nc2)CC1	-12%	x	-1%
O=C(CCn1cccn1)N1CCCC(N2CCN(c3cccc(C(F)(F)F)c3)CC2)C1 (stereo not given)	-5%	15µM*	4%[56.1 µM]
CCc1cccc(-n2c(=O)c3cccnc3n2CC(=O)NCc2ccccc2)c1	x	u	-3%
Cc1nc2ccc(NC(=O)c3ccc(Cl)s3)cc2s1	6%	-25%	0%
CC1CCN(C(=O)CN2C(=O)C(C)(C)Oc3ccc(C(=O)NC4CCCC4)cc32)CC1	6%	u	4%
Cc1cccc(C(=O)N(CCc2ccccc2)Cc2ccccc2)c1[N+](=O)[O-]	-23%	7.3µM*	1%
COc1ccc(Cc2nc3ccc(C(=O)NCCc4ccccn4)cc3o2)cc1OC	-10%	-20%	4%[56.1 µM]
COc1ccc(OC(C)C(=O)Nc2cccnc2)cc1 (stereo not given)	-14%	4%	-4%
Cc1nc2nc(SCC(=O)O)nn2c(C)c1Cc1ccccc1Cl	-7%	7%	6%

Some of these compounds in order of heavy-atom count, smallest number first.
SMILES	N370S GC mod	TDP1 cell noCPT	TDP1 block
O=[N+]([O-])c1cc(CSC2=NCCN2)ccc1O	-1%	-8%	5%
C(=N\Nc1nncc2ccccc12)/c1ccccn1	-6%	2.9µM*	8%
COc1ccc(OC(C)C(=O)Nc2cccnc2)cc1 (stereo not given)	-14%	4%	-4%
Cc1nnc(NC(=O)CSc2ncc(-c3ccccc3)[nH]2)s1	-4%	7%	x
CC(C(=O)NCc1cccnc1)N1C(=O)c2ccccc2C1=O (stereo not given)	4%	-6%	5%[56.1 µM]
Cc1nc2nc(SCC(=O)O)nn2c(C)c1Cc1ccccc1Cl	-7%	7%	6%
CC1CN(C(=O)CCC(=O)NCc2ccccc2)c2ccccc2S1 (stereo not given)	-7%	-6%	x
COc1cc(OC)c(OC)cc1C=NCC1(c2ccccc2)CCCC1	0%	-24%	2%
Cc1cccc(C(=O)N(CCc2ccccc2)Cc2ccccc2)c1[N+](=O)[O-]	-23%	7.3µM*	1%
COc1ccc(C(=O)NNC(=O)c2ccc(S(=O)(=O)N3CCOCC3)cc2)cc1	1%	0%	2%
O=C(c1ccc([N+](=O)[O-])cc1)N1CCN(c2ccc(Nc3ccccc3)nn2)CC1	x	u	3%
O=C(CCn1cccn1)N1CCCC(N2CCN(c3cccc(C(F)(F)F)c3)CC2)C1 (stereo not given)	-5%	15µM*	4%[56.1 µM]
O=C(NCc1ccco1)C(c1ccccc1)N(Cc1cccnc1)C(=O)Cn1nnc2ccccc21 (stereo not given)	6%	-25%	7%
CCC1=C(OC(=O)N(CC)CC)N2C(=O)OC(=NCCOC)[C@]2(C)[C@H]2C1=CC[C@H]1C(=O)N(CC(=O)OC)C(=O)[C@H]12	3%	x	-2%

The listing continues:
SMILES	N370S GC mod	TDP1 cell noCPT	TDP1 block
Cc1ccc(NC(=O)CCC(=O)NNC(=O)C(c2ccccc2)c2ccccc2)c(C)c1	-1%	-7%	0%
Cc1noc(C)c1S(=O)(=O)Nc1ccccc1N1CCOCC1	6%	-17%	0%
O=C(CNC(=O)c1ccccc1)OC(C(=O)c1ccccc1)c1ccccc1 (stereo not given)	1%	21%	-5%
CCCN(CCC)C(=O)C(Cc1ccccc1)NS(=O)(=O)c1ccc2c(c1)c(=O)n(C)c(=O)n2C (stereo not given)	x	u	8%
CCCN(C(=O)COC(=O)CNC(=O)c1ccc2ccccc2c1)c1c(N)n(Cc2ccccc2)c(=O)[nH]c1=O	1%	-7%	1%[0.505 µM]
CCOc1ccc(CCNC(=O)CCCc2nnc3n(CC)c(=O)c4sccc4n23)cc1OCC	x	u	-3%
Cc1ccc(NC(=O)C(C)N2C(=O)c3ccccc3C2=O)nc1 (stereo not given)	-2%	-4%	0%
COC(=O)/C(=C\C(=O)c1ccccc1)Nc1cccc(C(F)(F)F)c1	3%	-27%	1%
N#Cc1cn(-c2ccccc2)nc1-c1ccc2c(c1)OCCO2	27%	-4%	-2%
CSCC[C@H](NC(=O)[C@H](Cc1ccccc1)n1c(=O)[nH]c2ccccc2c1=O)C(=O)N1CCC[C@@H]1C(=O)O	4%	-1%	x
CNc1c([N+](=O)[O-])cnn1-c1ccc(Cl)cc1Cl	2%	-20%	2%
O=S(=O)(c1ccc(Cl)cc1)n1c(Cc2ccccc2)nc2ccccc21	0%	-7%	2%
Cc1cccc(NC(=S)NCCC(C)C)c1	1%	u	0%
NC(=O)CC[C@@H]1NC(=O)[C@H](CO)NC(=O)c2cc([N+](=O)[O-])cc(I)c2NCC[C@@H](C(N)=O)NC1=O	14%	-2%	3%
O=C1C(NS(=O)(=O)c2ccccc2)=C(N2CCN(c3ccc(F)cc3)CC2)C(=O)c2ccccc21	-12%	u	x
O=C(COc1ccccc1F)NCc1nc2ccccc2[nH]1	-10%	0%	3%
CC(C)c1ccc(C(O)P(=O)(OC2CCCCC2)OC2CCCCC2)cc1 (stereo not given)	5%	u	4%
CCCCn1nc(C(=O)NC2=NCCS2)c2ccccc2c1=O	-5%	-24%	3%
O=C(NCCc1ccc(Cl)cc1)C(=O)NCC(c1ccco1)S(=O)(=O)c1ccc(Cl)cc1 (stereo not given)	x	13µM*	5%
CCOc1ccc(/C=C2\SC(N3CCc4ccccc4C3)=NC2=O)cc1	6%	21µM*	5%

Sorted by molecular weight (smallest number first): some entries from above
SMILES	N370S GC mod	TDP1 cell noCPT	TDP1 block
CNc1c([N+](=O)[O-])cnn1-c1ccc(Cl)cc1Cl	2%	-20%	2%
O=S(=O)(c1ccc(Cl)cc1)n1c(Cc2ccccc2)nc2ccccc21	0%	-7%	2%
NC(=O)CC[C@@H]1NC(=O)[C@H](CO)NC(=O)c2cc([N+](=O)[O-])cc(I)c2NCC[C@@H](C(N)=O)NC1=O	14%	-2%	3%

Next part
SMILES	N370S GC mod	TDP1 cell noCPT	TDP1 block
Cc1c(Cl)cccc1Nc1sc(C(=O)c2ccccc2)c(N)c1S(=O)(=O)c1ccccc1	x	u	3%
CCC(=O)Nc1ccc(S(=O)(=O)N2CCOCC2)cc1	27%	-7%	5%
CCOC(=O)c1c(S(=O)(=O)N2CCN(C)CC2)c(C)n(C)c1C	-2%	3%	2%
CN(c1ccc(OCC(=O)NCc2cccnc2)cc1)S(=O)(=O)c1ccc(Cl)cc1	-7%	u	0%
COc1cc(CN(CC2CCCO2)C(=O)c2cccs2)cc(OC)c1OC (stereo not given)	2%	-6%	1%
CCCCC/C=C\C/C=C\C/C=C\C/C=C\CCCC(=O)O[C@@H](CO)COCCCCCCCCCCCCCCCC	3%&5%	0%[4.12 µM]	7%&6%
COc1cc(/C=N/NC(=O)c2c(-c3ccccc3)noc2C)ccc1O	3%	-11%	2%
O=C(CSc1cccc[n+]1[O-])N1CCCCCC1	-3%	0%	2%
Cc1ccc(-c2nnc(Nc3ccc(Cl)cc3)c3ccccc23)cc1S(=O)(=O)N1CCOCC1	x	3.7µM*	0%[12.3 µM]
